# UBC9 SUMO inh = inhibitors of human SUMOylation (UBC9); P63279; HTRF SUMOylation assay, SAE1/SAE2 + UBC9, in vitro; inhibition, % at 35 µM; 0.36% of 290,000 active; in the data active = inhibition above about 50%, passing the limit was not always enough; note: strong numbers were not always called active
# Target sequence (P63279 whole entry, looked up): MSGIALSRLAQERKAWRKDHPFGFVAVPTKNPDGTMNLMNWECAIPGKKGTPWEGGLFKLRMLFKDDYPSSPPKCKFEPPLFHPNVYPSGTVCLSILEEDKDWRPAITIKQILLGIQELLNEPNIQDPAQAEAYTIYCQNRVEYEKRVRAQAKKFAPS
# DNA FID counter = displaces DNA intercalator in HCV helicase counter-screen; DNA fluorescent intercalator displacement, fluorescence; inhibition, % at 7.9 µM; 0.17% of 290,000 active; in the data active = inhibition above about 37%;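 note: 0% = vehicle and 100% = reference compound; higher means more ethidium bromide displaced from hairpin DNA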
# HCV NS3 hel inh = HCV NS3 helicase inhibition. 0.56% of 290,000 active. inhibition, % at 10.9 µM. NS3 helicase DNA unwinding, Cy5 molecular beacon fluorescence;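 active = inhibition above the mean of all tested compounds plus 3 SD, set per campaign, cut at about 35% in these data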;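 note: 0% = DMSO wells and 100% = thioflavine S control wells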
#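 assay system = NS3 helicase fragment of HCV | buffer or medium = MOPS pH 6.5, MgCl2, DTT, Tween20, BSA | timing = 60 min unwinding reaction at 25 °C after ATP addition | signal = Cy5 beacon fluorescence read at start and 1 h | read-out basis = % inhibition of unwinding | control set = low DMSO, high thioflavine S at 110 µM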
# MEKK2mut PB1 HTS = signal of MEK5 binding to mutant human MEKK2 PB1 domain; bead flow cytometry, Alexa488-MEK5 binding to MEKK2 mutant; percent response, % at 10 µM; 0.35% of 290,000 active; AID 1530; in the data active = percent response above about 24%, passing the limit was not always enough; note: inactives centre near 1; some results filed as inactive read as strong as hits
# NALP1 yeast inh = inhibitors of NALP1 inflammasome in yeast; inhibition, % at 10 µM; S. cerevisiae NALP1/ASC/caspase-1 growth, X-gal OD620, 72 h; 0.61% of 280,000 active; in the data active = inhibition mostly above about 24%, no sharp cut-off; inactive = mostly below about 32%; note: some compounds called inactive have numbers as strong as hits
# M18AAP inhibitor = PfM18AAP enzyme inhibition | recombinant PfM18AAP, H-Glu-NHMec fluorogenic cleavage | inhibition, % at 7.35 µM | 1.2% of 290,000 active;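 active = inhibition above the campaign mean inhibition over all tested compounds plus 3 SD, cut at about 28% in these data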;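 note: 0% = plate median of test compound wells and 100% = 2 mM ZnCl2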
# MEKK2 WT-MEK5 = raises or lowers MEK5 binding to wildtype human MEKK2 PB1 domain; bead flow cytometry, Alexa488-MEK5 binding to MEKK2 WT; actives lie on both sides; AID 1531; Q9Y2U5; 1.1% of 290,000 active; binding response (% of control), % at 10 µM; in the data active = binding response below about 67% or above about 130%
# VIM-2 inhibitor = blocks Pseudomonas aeruginosa VIM-2 metallo-beta-lactamase; 0.89% of 290,000 active; purified VIM-2, nitrocefin hydrolysis, epi-absorbance fluorescence; inhibition, % at 5.6 µM;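 active = inhibition above the mean of all tested compounds plus 3 SD, cutoff set per screening run, cut at about 7.5% in these data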;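 note: red hydrolysis product quenches plate fluorescence so inhibitors raise well fluorescence; 0% = enzyme with DMSO and 100% = DMSO without enzyme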
# IMP-1 inh = blocks Pseudomonas aeruginosa IMP-1 metallo-beta-lactamase. purified IMP-1, nitrocefin hydrolysis, epi-absorbance fluorescence. inhibition, % at 5.6 µM. 0.45% of 290,000 active;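 active = inhibition above the mean plus 3 SD of all compounds in the same screening run, cut at about 4.5% in these data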;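 note: 0% = IMP-1 with DMSO and 100% = DMSO wells lacking enzyme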
#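 System: purified recombinant IMP-1 beta-lactamase. Medium: Zinc- and detergent-supplemented HEPES buffer, pH 7.1. Compound: one 5.6 µM dose […]. Schedule: 15 min preincubation plus 25 min reaction at 25 °C. Technique: Epi-absorbance fluorescence, 480 nm excitation, 530 nm emission.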
# * marks the source's active call; other numbers are inactive results; · = not tested or not shown.
SMILES,UBC9 SUMO inh,DNA FID counter,HCV NS3 hel inh,MEKK2mut PB1 HTS,NALP1 yeast inh,M18AAP inhibitor,MEKK2 WT-MEK5,VIM-2 inhibitor,IMP-1 inh
COc1cc(/C=N/Nc2nc(C)nc3c2cnn3-c2ccccc2)ccc1O,27,0,-6,0,-2,33*,107,-0.1,-0.3
O=C(NC(=S)Nc1ccc(N2CCOCC2)cc1)c1ccc2c(c1)OCCO2,15,-6,-1,-2,14,6,101,-1.5,-1.4
Cc1cc(NC(=O)CSc2nc(=O)cc(N)n2-c2ccc(C)c(C)c2)no1,-2,-25,-3,2,4,0,107,-1.0,0.2
Cc1ccc(C)c(NC(=O)C2CC(=O)N(C3CCCCC3)C2)c1 (stereo not drawn),-4,-19,9,-2,-3,-5,94,-2.6,-2.5
Cc1ncn(C23CC4CC(CC(O)(C4)C2)C3)n1,18,5,-2,0,2,4,99,-1.8,-3.4
C/C(=N\NS(=O)(=O)c1ccc(Cl)cc1)c1ccc(NC(=O)c2ccco2)cc1,-3,-7,27,-1,22,3,101,-3.2,-5.5
O=C(/C=C/c1ccccc1)NCCOc1ccccc1,-12,-9,-2,0,40,-7,97,-3.0,-2.4
CS(=O)(=O)Nc1cccc(C2=NN(S(C)(=O)=O)C(c3ccc4c(c3)OCO4)C2)c1 (stereo not drawn),28,-14,2,29,20,-9,26*,0.1,-2.3
CCOC(=O)C(NC(=O)CC)(Nc1ccc(S(N)(=O)=O)cc1)C(F)(F)F (stereo not drawn),2,1,5,-22,22,-1,63,-0.9,-1.5
O=C(NC1CCCC1)c1ccc(COCC(F)(F)F)o1,6,-3,7,11,1,-2,108,-2.1,-2.5
O=C1NC(=S)N/C1=C/c1cccn1-c1ccc([N+](=O)[O-])cc1,34,0,27,-9,8,14,89,1.9,-2.0
O=C(CN1C(=O)COc2ccccc21)NCCCN1CCN(Cc2ccccc2)CC1,3,3,-2,8,9,-6,107,-1.9,-4.2
COc1cc(NC(=O)COC(=O)C2CC2)c(C)cc1[N+](=O)[O-],-8,0,0,2,17,-4,107,-0.7,0.2
CC(CCc1ccccc1)NC(=O)CCNC(=O)Cn1ccc2ccccc2c1=O (stereo not drawn),1,-9,-7,-2,1,4,97,0.5,-2.4
COc1ccc(C2c3[nH]c4ccccc4c3C[C@H]3C(=O)N(CCCO)CC(=O)N23)cc1OC (stereo partly drawn),2,-24,3,10,8,2,108,-2.9,-4.2
CCNC(=O)C(CCSC)NS(=O)(=O)c1ccc(C)cc1 (stereo not drawn),13,-1,4,4,13,-13,101,-1.7,-2.9
O=C(CSc1nnc(-c2cccc(F)c2)o1)NC1CCCC1,3,-5,-8,-3,8,-1,102,-1.5,1.4
COc1ccc(-c2nc3ccccc3c(=O)n2CCOc2ccc(C)cc2C)cc1,3,-1,-9,9,24,2,98,-3.3,-3.6
COc1ccccc1NC(=O)c1nnn(CC(=O)Nc2cc(C)cc(C)c2)c1N,14,-16,-1,5,16,-4,103,-2.6,-3.3
COc1cccc(/C=C2\SC(N3CCC(C)CC3)=NC2=O)c1OC,34,-27,-15,5,6,14,108,-1.4,-2.3
O=C(C1CCC(CNS(=O)(=O)c2cccs2)CC1)N1CCCCC1 (stereo not drawn),4,-19,-2,0,-8,-1,101,-0.8,0.6
CC(NC(=O)CCN1C(=O)c2ccccc2C1=O)c1ccc2c(c1)CCCC2 (stereo not drawn),-3,-6,-3,-1,35,1,100,-4.2,-1.1
Cc1cccc(-c2noc(-c3c(C)noc3C)n2)c1,3,-1,4,3,4,3,104,-1.1,-0.8
COc1cc2c(cc1OC)CN(C(=O)c1ccc(S(=O)(=O)N(C)c3ccccc3)cc1)CC2,4,-35,-17,-6,-2,0,97,-1.6,-1.2
O=c1c(Cl)c(N2CCN(c3ccc(F)cc3)CC2)cnn1C12CC3CC(CC(C3)C1)C2,6,-34,-7,0,34,1,100,-1.1,-1.7
CCCCN(CC)Cc1c(O)ccc2c3c(c(=O)oc12)CCC3,38,0,4,-4,10,-7,97,0.3,-1.1
CCN1CCN(Cc2nc(N)nc(Nc3ccc(C)c(C)c3)n2)CC1,0,3,-1,-3,6,-2,98,-1.3,-1.8
CNC(=O)c1ccc(N(Cc2ccccc2C)S(C)(=O)=O)cc1,16,-3,2,-5,-26,-6,93,-0.2,0.5
Cc1ccc(NC(=O)CCC(=O)NNC(=O)Nc2cccc(Cl)c2)c(C)c1,0,-22,-8,-1,16,0,102,-4.1,-6.2
O=S(=O)(c1cc(Cl)cc(Cl)c1)N1CCCC1c1nc2ccccc2s1 (stereo not drawn),-27,-2,0,0,1,1,100,-1.4,-1.0
O=C(/C=C/c1cccc([N+](=O)[O-])c1)Nc1cc(C(=O)O)cc(C(=O)O)c1,16,1,3,2,14,-3,102,-2.0,-1.7
COc1ccc(CCn2nnnc2C(CC(C)C)N2CCN(c3ncccn3)CC2)cc1OC (stereo not drawn),19,-12,-4,·,2,3,·,-2.2,-1.7
O=C(Oc1ccccc1)N1CCN(C(=O)c2ccco2)CC1,-4,-6,0,-2,33,-1,102,-0.9,-1.3
O=c1[nH]c2ccc(S(=O)(=O)N3CCCCC3)cc2[nH]c1=O,2,-1,2,-1,8,-2,103,-3.9,-3.0
O=C(O)COc1ccc(S(=O)(=O)NCCc2ccccc2)cc1,-7,-1,3,6,26,1,105,-4.8,-2.4
CO/N=C/CC(=O)c1cnc(-c2ccc(Cl)cc2)s1,2,0,19,-16,5,1,86,-1.6,-2.2
CN(c1ccccc1)S(=O)(=O)c1ccc(Cl)c(C(=O)OCC(=O)N2CCOCC2)c1,1,-16,-10,-4,-4,-16,102,0.5,-2.5
Cc1cc(-c2ccc(S(=O)(=O)N3CCN(c4ccccc4F)CC3)s2)on1,18,-11,-13,3,-2,-5,101,-0.6,-0.8
COc1ccc(OC)c2c1sc(=NC(=O)C(C)C)n2C,6,0,-6,7,-1,-1,113,1.1,-1.8
O=C(O)c1ccccc1Nc1cc(Cl)c2nonc2c1[N+](=O)[O-],7,2,19,2,-6,-35,104,-2.3,-4.5
CC1(C)CC(=O)C(C(c2ccncc2)C2C(=O)CC(C)(C)CC2=O)C(=O)C1,-5,-2,4,6,-2,-10,106,-0.7,-1.4
CCCC(C)NC(=O)c1c2c(nc3ccccc13)CCC2 (stereo not drawn),-3,-14,16,-5,39,-3,101,-1.9,-2.4
COC(=O)C1CC(O)CN1C(=O)c1ccco1 (stereo not drawn),34,-1,-1,-1,25,2,102,-6.5,-2.2
O=C(CN1CCN(c2ccccc2)CC1)Nc1ccc2c(c1)OCCO2,10,-21,1,0,0,-7,102,-2.1,-3.0
CC(NC(=O)CCNS(=O)(=O)c1cccc2nsnc12)c1ccccc1 (stereo not drawn),-5,-11,8,5,2,-5,99,-3.7,-4.2
CN(Cc1ccccc1)C(=O)CSc1nc2cc(C(=O)N3CCC(C(N)=O)CC3)ccc2c(=O)n1-c1ccccc1,-16,-12,-3,-3,·,-3,92,-0.8,-2.3
Cc1noc(C)c1Cc1ccc(O)cc1,10,-13,-6,-3,33,1,98,0.5,-2.1
Cc1ccccc1-c1noc(C23CC4CC(CC(C4)C2)C3)n1,3,-3,15,-13,4,2,77,-0.6,-3.4
Cc1cc(C(=O)Nc2sccc2C#N)c2ccccc2n1,3,-15,9,-1,0,7,99,-0.7,-1.7
CC(=O)NC12CC3CC(C1)CC(C(=O)N(C)Cc1cccc(Cl)c1Cl)(C3)C2,-3,-56,-3,2,1,1,100,-2.4,-3.3
# More results:
SMILES,UBC9 SUMO inh,DNA FID counter,HCV NS3 hel inh,MEKK2mut PB1 HTS,NALP1 yeast inh,M18AAP inhibitor,MEKK2 WT-MEK5,VIM-2 inhibitor,IMP-1 inh
O=C(CCSCc1ccccc1Cl)N1CCN(c2ccccn2)CC1,-36,-23,4,-8,-10,-3,90,0.3,1.5
N#C/C(=C\c1ccc(O)c([N+](=O)[O-])c1)C(=O)NCc1ccccc1,-2,-1,24,-15,1,6,73,-0.7,0.1
CC(Nc1cc(=O)n(C)c(=O)n1C)c1ccccc1 (stereo not drawn),-1,-1,-5,0,13,-15,99,-0.5,-2.5
S=c1[nH]nc(Nc2ccccc2Cl)s1,-5,-2,6,-7,14,13,99,-1.5,-5.1
CCOC(=O)C1=NN(C(=O)c2cccc(Br)c2)C(O)(C(C)(C)C)C1 (stereo not drawn),10,-19,11,-4,-3,3,98,-3.2,-2.0
Cc1cccc(-c2nc(CS(=O)CC(=O)NC(C)CCc3ccccc3)c(C)o2)c1 (stereo not drawn),-12,-57,-4,-1,17,-2,101,1.0,-1.4
Cc1ccc(C2=NNC(c3cccc(F)c3)S2)cc1 (stereo not drawn),8,-3,-5,-5,-2,-12,97,-0.3,-0.8
CCC(=O)N1CCN(c2ccccc2NC(=O)Cc2ccccc2)CC1,-1,-18,-3,-5,7,-5,88,-3.0,-0.3
C/C(=N/NC(=O)Nc1ccccc1)c1ccc(C)cc1,0,-1,-1,-1,39,1,103,-3.0,-1.4
Cc1ccc(OCC(=O)NNC(=O)c2ccoc2C)c(Br)c1,-3,3,-13,-3,37,0,90,-1.3,-1.7

# Entries of single compounds, looked up by structure. Screens in order: UBC9 SUMO inh	DNA FID counter	HCV NS3 hel inh	MEKK2mut PB1 HTS	NALP1 yeast inh	M18AAP inhibitor	MEKK2 WT-MEK5	VIM-2 inhibitor	IMP-1 inh
# O=C(CCSCc1ccccc1Cl)N1CCN(c2ccccn2)CC1 as listed: -36	-23	4	-8	-10	-3	90	0.3	1.5
# Cc1cccc(-c2nc(CS(=O)CC(=O)NC(C)CCc3ccccc3)c(C)o2)c1 (stereo not drawn) as listed: -12	-57	-4	-1	17	-2	101	1.0	-1.4
# S=c1[nH]nc(Nc2ccccc2Cl)s1 as listed: -5	-2	6	-7	14	13	99	-1.5	-5.1
# Cc1ccc(OCC(=O)NNC(=O)c2ccoc2C)c(Br)c1 as listed: -3	3	-13	-3	37	0	90	-1.3	-1.7
# CC(Nc1cc(=O)n(C)c(=O)n1C)c1ccccc1 (stereo not drawn) as listed: -1	-1	-5	0	13	-15	99	-0.5	-2.5

# (listing goes on)
SMILES,UBC9 SUMO inh,DNA FID counter,HCV NS3 hel inh,MEKK2mut PB1 HTS,NALP1 yeast inh,M18AAP inhibitor,MEKK2 WT-MEK5,VIM-2 inhibitor,IMP-1 inh
CN(Cc1ccccc1)S(=O)(=O)c1ccc(NC(=S)NC(=O)C2CCCCC2)cc1,-4,-4,0,8,23,-5,96,-2.8,-1.9
Cc1ccc(NC(=S)NC(=O)c2sc3ccccc3c2Cl)c(C(=O)O)c1,-2,-2,-9,2,-10,2,104,0.1,-1.1
Cc1c(NC(=O)c2cc(-c3ccc(Br)cc3)on2)c(=O)n(-c2ccccc2)n1C,16,-27,8,4,16,-11,103,0.0,-2.7
CC(=O)Nc1ccc(NC(=O)C(C)N2CCN(S(=O)(=O)c3ccc(C)cc3)CC2)cc1 (stereo not drawn),10,-9,-9,-6,-1,-1,91,-1.5,-1.0
CCN(CC(=O)Nc1ccc(NC(C)=O)cc1)C(=O)c1n[nH]c(=O)c2ccccc12,5,-5,-8,-34,4,14,72,1.7,0.8
CC(=O)N1CCc2c(sc3c2c(=O)n(-c2ccccc2)c(=O)n3Cc2ccccc2Cl)C1,-4,-14,1,-1,14,4,100,-0.8,-5.1
